FN deposition inh: inhibitors of fibronectin matrix deposition, primary screen, AH1F cells, Alexa488-fibronectin fluorescence, plate reader. AH1F fibroblasts, overnight. inhibition, % at 12.6 µM. 350,000 tested, 0.086% active;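 active means mean inhibition across replicates of 30% or more, regardless of how many single replicates reach that level; inconclusive means mean under 30% yet at least half of replicates reach 30%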;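 further: positive control wells lacked labelled fibronectin entirely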
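Material: AH1F fibroblasts assembling fluorescent fibronectin matrix; amount: 10000 AH1F cells/well; medium: DMEM, 2% serum; reagent: Alexa488-fibronectin, 24 nM final in well; dosing: single compound dose, delivered by pin transfer; incubation: 1 h adhesion, overnight exposure; detection: fluorescence after three HBSS washes, excitation 485 nm, emission 525 nm; measure: fibronectin deposition inhibition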
DENV2 CPE: inhibitors of DENV2 cytopathic effect, primary screen, cell-based, plate reader, single concentration; DENV2-infected cells, cytopathic effect rescue; CPE inhibition, % at 9.99 µM; 350,000 tested, 1.7% active; AID 651640, 2012; in the data active means CPE inhibition above about 20%, passing the limit was not always enough; inconclusive means no clear call, values can overlap the other calls; tested in BHK-21 cells;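 further: 0% = median of neutral control wells and 100% = median of positive control wells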
EWS-Fli block: EWS/Fli-driven NR0B1 reporter inhibitors, primary screen, A673 cells, NR0B1 luciferase, luminescence, MLPCN library; inhibition, % at 12.6 µM; 350,000 tested, 0.67% active; viability-normalised;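 active means mean inhibition of at least 50% after viability correction, with every replicate also passing that limit; inconclusive means mean reaches 50% but only one of two replicates passes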;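 further: firefly luciferase signal divided by Alamar Blue viability fluorescence both relative to DMSO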
CFTR F508del cor: F508del CFTR correction, initial screen, CFBE line, single point; 350,000 tested, 0.36% active; activity (quench increase), % at 7.58 µM; CFBE cells, YFP halide quenching; stimulated with forskolin plus potentiator P3; % fluorescence drop versus neutral controls;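 active means mean added fluorescence quench of at least 8% versus neutral control, with both replicates also reaching 8%; inconclusive means only one of the mean or replicate conditions met; inactive means mean below 8% and not both replicates reaching 8%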;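 further: cells transiently co-express mutant CFTR-F508del with the halide-sensitive YFP; corrector assay measuring rescue of mutant channel to the surface after 24 h compound exposure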
GSIS activator: GLuc luminescence reporter in INS-1E cells, primary screen for activators of glucose-dependent secretion of insulin; INS-1E GLuc reporter insulin secretion, 2-3 h; activation, % at 16.6 µM; 370,000 tested, 0.61% active;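 active means lowest replicate activation of at least 40%, so every replicate reaches that level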;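 further: 0% = median of neutral control wells and 100% = median of IBMX positive control wells; some compounds called inactive have numbers as strong as hits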
PAX8 reporter: inhibitors of PAX8-driven TPO luciferase reporter, primary screen, RMG-I cells, single concentration; inhibition, % at 12.6 µM; 360,000 tested, 1.2% active; SteadyGlo, 24 h; AID 652154, 2013;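 active means mean replicate inhibition at least 60% with every replicate also reaching 60%; inconclusive means only one of the two criteria is met; inactive means mean below 60% and not all replicates reaching 60%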;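 further: luciferase light reporting Pax8 driven TPO promoter activity; plate controls were median of neutral control wells for no effect and mitoxantrone controls for full effect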
miR122 inh: miR-122 Renilla sensor signal increase in Huh7, primary screen, miR-122 inhibitor project, cell-based, single point, plate reader; Huh7 miR-122 Renilla luciferase sensor, 48 h; neutral wells = 0, positive control = 100; activation (reporter increase), % at 12.5 µM; 340,000 tested, 0.3% active; AID 602342, 2012;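 active means mean replicate activation score at least 90 and every replicate individually at or above 90; inconclusive means only one of the two criteria met; inactive means neither criterion met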;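 further: higher luciferase means less miR-122 activity so hits act as miR-122 inhibitors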
* hit, by the source's call; ? = inconclusive; . = not tested or not shown; & = joins results of further samples; [ ] = remark or other dose.

SMILES	FN deposition inh	DENV2 CPE	EWS-Fli block	CFTR F508del cor	GSIS activator	PAX8 reporter	miR122 inh
CCC(=O)Nc1ccc2c(c1)C(=O)N(C)C[C@@H](OC)[C@@H](C)CN(C(=O)NC(C)C)[C@H](C)CO2	-18.7	2.7	-9.4	-1.7	12.2	.	-1.5[16.7 µM]
Cc1ccc(C(=O)NC2CCC(C)CC2)o1 (stereo not drawn)	-3.8	-12.8	-57.2	2.7	0.0	-88.5	.
C=CC[C@@H](CC(=O)N(CCO)Cc1ccccc1)C(=O)N[C@H](COC(=O)[C@@H](CC=C)CC(=O)OC(C)(C)C)c1ccccc1	-4.8	-11.0	2.6	-4.4	-18.1	7.0	-3.8
O=C1CC(=O)N(Cc2ccco2)C(=O)N1	-8.9	.	.	.	.	-9.1	-0.8
Cc1oc2ccc(O)cc2c1C(=O)c1ccc([N+](=O)[O-])cc1	9.5	-4.3	10.5	-3.4	14.9	22.3	-18.0
O=C(NCC(=O)N1CCCC1)c1ccc(Br)o1	9.2	1.4	5.0	-0.4	6.7	-0.5	-3.1
CS(=O)(=O)Nc1ccc2c(c1)[C@@H]1C[C@H](CC(=O)NCc3ccc(Oc4ccccc4)cc3)O[C@@H](CO)[C@@H]1O2	-12.3	0.1	42.8	1.8	-25.2	85.0*	20.2[16.7 µM]
Cc1cc2nnc(SC3CCCCN(C(=O)c4ccc(F)cc4)C3=O)n2c2ccccc12 (stereo not drawn)	-6.5	.	.	.	.	-4.3	-0.3
CCC(=O)Nc1ccc2c(c1)OC[C@H](C)N(Cc1ccncc1)C[C@H](C)[C@@H](OC)CN(C)C2=O	10.3	9.5	1.4	1.2	12.2	1.3	2.9[16.7 µM]
COc1cccc(CNC(=O)c2cccc(S(=O)(=O)N3CCN(c4ccc(F)cc4)CC3)c2)c1	7.3	-1.8	5.8	0.3	-19.1	3.9	.
Cc1cc2c(cc1S(=O)(=O)NCc1ccccc1)n(C)c(=O)c(=O)n2C	6.4	-5.1	2.2	4.6	-12.5	10.9	6.2
Cc1noc(C)c1COC(=O)CCc1nc2ccccc2s1	1.6	.	.	.	.	0.0	-5.3
COC(=O)[C@H]1[C@H](CO)[C@H]2Cn3c(ccc(/C=C/c4ccccc4)c3=O)[C@H]2N1C(=O)C1CCCC1	.	12.5	2.7	.	-7.5	.	.
C[C@@H]1CN([C@H](C)CO)C(=O)c2cc(NC(=O)c3ccncc3)ccc2O[C@@H]1CN(C)Cc1ccc(C(=O)O)cc1	.	9.9	1.8	-1.9	4.3	-5.1	-1.3[16.7 µM]
CCCN1C[C@H](C)[C@@H](OC)CN(C)C(=O)c2cc(NS(C)(=O)=O)ccc2OC[C@H]1C	-0.2	.	-0.7	2.1	9.4	5.6	-3.1[16.7 µM]
CCN1CCN(S(=O)(=O)c2cc(OC)ccc2OC)CC1	-0.4	.	.	.	11.3	.	-1.5
CCCCN(CCCC)C(=O)c1cc2ccccc2c(=O)o1	5.0	-5.6	4.5	.	-7.4	0.1	-2.3
CCOC(=O)C1(C)CCCCCN1C(=O)c1ccccc1F (stereo not drawn)	-2.5	?	0.0	0.6	-3.4	-7.2	5.7
C[C@@H]1CN([C@H](C)CO)C(=O)c2cc(NC(=O)Cc3cn(C)c4ccccc34)ccc2O[C@H]1CN(C)S(=O)(=O)c1cccs1	.	5.8	-8.8	-1.5	-5.9	.	-2.1[16.7 µM]
COC(=O)C[C@H]1C[C@H]2c3cc(NS(C)(=O)=O)ccc3O[C@H]2[C@@H](CO)O1	.	1.6	3.6	-0.4	12.5	0.1	-1.8[16.7 µM]
COC(=O)c1ccc2nc(C3CCCCC3)c(Cc3ccc(OC)cc3C)n2c1	-4.3	11.5	7.3	-0.4	5.3	-4.6	-3.4
C[C@@H]1CN([C@@H](C)CO)C(=O)c2cc(NC(=O)c3ccccc3)ccc2O[C@@H](C)CCCCO[C@@H]1CN(C)S(=O)(=O)c1ccc(F)cc1	7.3&2.1	?	9.6&3.1	4.3&-1.0	2.8&2.4	8.2&-17.7	-2.6
CO[C@H]1CN(C)C(=O)c2ccc(NC(=O)Nc3cccc(F)c3)cc2OC[C@@H](C)NC[C@H]1C	-10.3	4.9	6.9	2.8	3.4	8.3	.
COc1ccc(CCNC(=O)CCc2ccsc2)cc1OC	2.1	5.8	-0.9	1.0	11.8	13.3	-5.2
Cc1cccnc1CCNC(=O)CCc1nnc(CCc2ccccc2)o1	1.7	11.7	2.4	3.1	-16.7	-17.3	-6.3

Entries of single compounds, looked up by structure.
`CCOC(=O)C1(C)CCCCCN1C(=O)c1ccccc1F` (stereo not drawn) in the list: FN deposition inh = -2.5; DENV2 CPE = ?; EWS-Fli block = 0.0; CFTR F508del cor = 0.6; GSIS activator = -3.4; PAX8 reporter = -7.2; miR122 inh = 5.7
`O=C1CC(=O)N(Cc2ccco2)C(=O)N1` in the list: FN deposition inh = -8.9; DENV2 CPE = .; EWS-Fli block = .; CFTR F508del cor = .; GSIS activator = .; PAX8 reporter = -9.1; miR122 inh = -0.8
`C[C@@H]1CN([C@H](C)CO)C(=O)c2cc(NC(=O)Cc3cn(C)c4ccccc34)ccc2O[C@H]1CN(C)S(=O)(=O)c1cccs1` in the list: FN deposition inh = .; DENV2 CPE = 5.8; EWS-Fli block = -8.8; CFTR F508del cor = -1.5; GSIS activator = -5.9; PAX8 reporter = .; miR122 inh = -2.1[16.7 µM]

New compounds follow:
SMILES	FN deposition inh	DENV2 CPE	EWS-Fli block	CFTR F508del cor	GSIS activator	PAX8 reporter	miR122 inh
CC(C)C#Cc1ccc([C@@H]2[C@H]3CN(C(=O)C4CCCCC4)CC(=O)N3[C@H]2CO)cc1	.	-13.4	5.9	3.4	-16.7	26.8	.
Cc1ccc2nsnc2c1N	-0.9	.	7.8	1.4	18.2	20.7	.
C[C@@H]1CN([C@@H](C)CO)S(=O)(=O)c2ccc(-c3cccc(C#N)c3)cc2O[C@H]1CN(C)C(=O)C1CC1	3.6	-15.6	-0.8	-1.9	0.4	.	-7.1[16.7 µM]
Cc1cc(C)cc(-n2nnnc2SCC(=O)Nc2nc(-c3ccc(Cl)cc3)cs2)c1	.	3.2	4.5	-1.7	-14.6	.	2.9
COC(=O)[C@H](CC(C)C)NC(=O)/C=C/[C@H]1O[C@@H](n2cc(C)c(=O)[nH]c2=O)C[C@@H]1O	.	-4.1	3.0	-2.3	10.8	-4.6	0.1
Cc1c(C(=O)N2CCCCC2)c(S(=O)(=O)NCc2ccc(F)cc2)c(C)n1C	9.3	2.1	-7.0	4.4	.	3.4	32.8
CCN(CC)C(=O)C12CC3CC(CC(Br)(C3)C1)C2	-1.5	-2.0	8.2	0.2	.	4.8	0.9
CC(C)CC(=O)Nc1ccccc1-c1nnn(CC(=O)N2CCc3ccccc3C2)n1	-7.7	.	.	.	.	-11.2	-1.2
CCN1CCN(c2ccc(S(=O)(=O)N3CCCCC3)cc2NC(=O)C(C)Oc2ccc(F)cc2)CC1 (stereo not drawn)	-3.2	0.9	10.8	2.6	-10.2	0.1	.
CC(C)Oc1ccc(C(=O)Nc2ccc(C(F)(F)F)n(C)c2=O)cc1	-1.2	-5.4	6.4	-1.6	5.6	9.7	-3.7
C/C(=N\OC(=O)Nc1ccc(Cl)cc1)c1ncc(C(F)(F)F)cc1N1CCOCC1	-3.8	.	.	.	.	-43.2	0.8
CCCCc1c(C)nc2cc(-c3ccco3)[nH]n2c1=O	6.6	-5.2	-42.8	-1.7	9.1	-65.0	1.7
CC(=O)Nc1ccc(NS(=O)(=O)c2cc([N+](=O)[O-])ccc2C)cc1	9.4	6.2	13.7	-2.2	1.9	15.5	.
O=C(Nc1cccc(S(=O)(=O)N2CCCCCC2)c1)c1cc(=O)c2ccccc2o1	0.5	-7.5	2.1	.	-14.4	15.5	.
O=C1C(Cl)=C(N2CCCCCC2)C(=O)N1c1ccc(Cl)cc1	-3.6	75.9*	-5.7	-0.7	0.3	-21.2	-7.4
CCC(=O)N1CCCCN2[C@H](C1)[C@H](c1ccc(-c3ccc(F)cc3)cc1)[C@@H]2CO	.	-1.3	10.2	2.8	-10.6	17.2	11.4[16.7 µM]
CCc1ccc(C2=NN(CCC(=O)NCc3cccs3)C(=O)CC2)cc1	4.6	-4.6	3.7	-2.6	-43.4	-2.2	.
CCOc1ccc(CN2C(=O)c3ccccc3C2=O)cc1C(=O)O	5.6	-2.9	5.5	5.4	-5.7	2.9	-9.1
O=C(N[C@@H]1C/C=C\C[C@H](CC(=O)N(CCO)Cc2ccccc2)C(=O)N[C@@H](Cc2c[nH]c3ccccc23)COC1=O)OCC1c2ccccc2-c2ccccc21	-4.9	2.4	9.7	-0.8	.	17.9	-2.6
COc1ccccc1N1CCN(Cc2cc3c(cc2Br)OCCO3)CC1	-3.2	-5.5	1.0	2.1	-3.0	-1.1	0.2
CN1CCN(C(=O)C[C@@H]2CC[C@H]3[C@@H](COc4ccc(NC(=O)C5CCCCC5)cc4C(=O)N3C)O2)CC1	5.4	-6.3	1.8	3.8	0.4	-11.1	2.9[16.7 µM]
O=C(Nc1nccs1)[C@H]1[C@H](CO)[C@H]2Cn3c(cccc3=O)[C@H]2N1C(=O)C1CCCC1	.	-5.1	18.7	2.2	-8.6	.	.
COc1ccc(CN2C3CCCC2CC(NC(=O)Nc2ccccc2C)C3)cc1 (stereo not drawn)	9.0	.	.	.	.	8.1	-4.3
COc1ccc2c(c1)c(C(=O)O)c(C)n2-c1ccccc1	4.9	-5.6	7.8	-0.4	6.3	-21.2	-5.8
CCCn1cc(SCC(=O)NC2CCCC2)c2ccccc21	-0.8	1.2	-1.5	-2.6	-2.6	-8.0	.
Following part
SMILES	FN deposition inh	DENV2 CPE	EWS-Fli block	CFTR F508del cor	GSIS activator	PAX8 reporter	miR122 inh
O=C(NCc1ccccc1)[C@H]1CCCN1C(=O)[C@H]1CCCN1C(=O)C1CCCCC1	15.5	-0.4	-0.1	-0.1	.	-5.9	.
COC(=O)c1ccc(N/C=C/C(=O)c2ccccc2)cc1	4.0	-4.7	-49.7	0.9	4.9	-94.2	-7.0
Cc1ccc(S(=O)(=O)N(C)CC(=O)NC2CCCC2)cc1	3.4	.	.	.	.	1.8	-4.4
COc1ccc(C(=O)N2C[C@H]3[C@@H](c4ccccc42)[C@@H](CO)N3Cc2ccc(Cl)cc2)cc1	.	-12.6	13.9	1.8	-14.3	8.8	-14.3[16.7 µM]
CC1(Cc2ccccc2OC(F)(F)F)C(=O)Nc2ccc(S(=O)(=O)NC3CCCCC3)cc21 (stereo not drawn)	-3.4	1.6	5.7	0.2	-37.6	8.4	83.6
Cc1ccc(N(C(=O)CNC(=O)c2ccco2)C(C(=O)NC2CCCCC2)c2cccnc2)c(C)c1 (stereo not drawn)	-2.7	5.5	0.6	-1.3	26.0	2.1	-2.4
O=C1S/C(=C\c2ccc(N3CCOCC3)o2)C(=O)N1c1ccccc1	-4.2	10.2	-55.1	1.6	-10.4	-1.8	3.3
C[C@@H]1CCCCO[C@@H](CN(C)S(=O)(=O)c2ccc(Cl)cc2)[C@@H](C)CN([C@@H](C)CO)C(=O)c2cc(NS(=O)(=O)c3ccccc3)ccc2O1	5.3	-5.6	.	5.1	-2.0	23.0	.
O=C(C[C@@H]1C[C@@H]2c3cc(NC(=O)c4cccnc4)ccc3O[C@@H]2[C@H](CO)O1)NCc1ccccc1F	-12.3	-1.9	11.0	-1.4	-2.8	-2.1	0.7[16.7 µM]
